Assay outcomes (PubChem)
CYP2C19 inhib: blockers of cytochrome P450 2C19 activity – biochemical, luminescence, ADME assay, primary screen | P33261 | CYP2C19 Supersomes, luciferin-H EGE luminescence, 30 min | inhibition, % at 5 µM | hit rate 21% among 96,000 | AID 778, 2007;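 active means CYP2C19 inhibition above a set limit at 5 µM in the primary screen, cut at about 50% in these data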;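 further: plate controls were negative control wells for no effect and 2.5 mM tranylcypromine positive control for full effect; values of inactives mirror those of a sister screen read the other way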
Target sequence (P33261 whole entry, looked up): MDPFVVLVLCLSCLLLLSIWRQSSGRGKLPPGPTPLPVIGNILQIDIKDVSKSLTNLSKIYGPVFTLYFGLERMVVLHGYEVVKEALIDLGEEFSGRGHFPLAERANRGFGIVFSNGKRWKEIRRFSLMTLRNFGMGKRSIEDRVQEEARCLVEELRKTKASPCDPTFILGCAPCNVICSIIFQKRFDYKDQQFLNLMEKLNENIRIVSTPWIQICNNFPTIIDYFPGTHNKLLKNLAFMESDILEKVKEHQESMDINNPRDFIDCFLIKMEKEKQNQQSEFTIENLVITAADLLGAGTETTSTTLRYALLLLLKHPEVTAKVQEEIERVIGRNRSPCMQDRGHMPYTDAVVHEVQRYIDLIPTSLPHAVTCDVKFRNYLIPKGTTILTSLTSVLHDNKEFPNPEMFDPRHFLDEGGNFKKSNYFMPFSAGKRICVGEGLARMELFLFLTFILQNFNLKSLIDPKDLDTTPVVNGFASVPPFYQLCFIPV
PLAP act: PLAP enzyme activators, biochemical, luminescence, HTS. AID 696, 2007. activation fold at 20 µM. purified PLAP enzyme, luminescent substrate read-out; active compounds read high. Alkaline phosphatase, placental type (Homo sapiens), P05187. hit rate 1.2% among 96,000; in the data active means activation fold above about 2
Target sequence (P05187 whole entry, looked up): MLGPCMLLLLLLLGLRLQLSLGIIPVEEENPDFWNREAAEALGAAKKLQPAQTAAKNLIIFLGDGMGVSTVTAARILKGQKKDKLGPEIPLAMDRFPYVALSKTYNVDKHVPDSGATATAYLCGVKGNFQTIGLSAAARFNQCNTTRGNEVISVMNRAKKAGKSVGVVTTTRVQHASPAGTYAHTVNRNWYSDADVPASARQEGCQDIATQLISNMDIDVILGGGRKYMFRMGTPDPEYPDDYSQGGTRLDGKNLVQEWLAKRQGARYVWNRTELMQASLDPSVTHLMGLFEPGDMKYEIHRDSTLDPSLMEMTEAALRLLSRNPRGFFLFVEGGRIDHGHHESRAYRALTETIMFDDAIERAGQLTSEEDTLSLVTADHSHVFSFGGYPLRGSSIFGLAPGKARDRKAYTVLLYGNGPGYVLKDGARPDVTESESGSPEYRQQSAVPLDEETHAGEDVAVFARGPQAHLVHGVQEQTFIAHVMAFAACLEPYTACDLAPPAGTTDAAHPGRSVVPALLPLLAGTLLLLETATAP
MT1-MMP txn act: MT1-MMP promoter reporter activation – cell-based, luciferase luminescence, primary screen. HT1080 MT1-MMP promoter luciferase reporter, overnight; active compounds read high. hit rate 0.16% among 86,000. activation factor at 10 µM. AID 750, 2007;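 active means activation factor of at least 2 for MT1-MMP transcription at 10 µM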
CYP2C9 inhib: blockers of cytochrome P450 2C9 activity – biochemical, luminescence, ADME assay, primary screen. CYP2C9 Supersomes, luciferin-H conversion. inhibition, % at 5 µM. hit rate 20% among 96,000;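 active means blocking of liver enzyme CYP2C9 beyond about 50% at 5 µM, limit read from the data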; further: values of inactives mirror those of a sister screen read the other way
CYP2C9 act: human CYP2C9 activators, primary screen, biochemical, luminescence; recombinant CYP2C9, luciferin-H conversion; active compounds read high; factor 1 = untreated enzyme, 0 = blocked; activation factor at 5 µM; hit rate 1.4% among 96,000;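 active means activation factor of 2 or more for CYP2C9 at a 5 µM dose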;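 further: 0 = sulfaphenazole-blocked wells and 1 = vehicle-only wells; values of inactives mirror those of a sister screen read the other way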
Pyk2 oligo antag: antagonists of Pyk2 self-association, primary screen, Q293 cells, FERM NanoBiT luminescence, HTS; hit rate 0.83% among 99,000; AID 1347419, 2020; active compounds read low; z-score (the deposit names both 25 µM and 10 µM);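 active means Z-score of -3 or lower, scaled per plate to the spread of control and sample wells; inactive means z-score above -3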;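 further: negative z-score means lost luminescence so less FERM oligomerization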
CD11b adhes inh: inhibitors of CD11b/CD18 adhesion to fibrinogen, primary screen, K562 cells, luminescence. Integrin beta-2 (Homo sapiens) + Integrin alpha-M (Homo sapiens), P05107+P11215. ATPlite luminescence; Mn2+ added to activate the integrin. inhibition, % at 10 µM. hit rate 0.54% among 93,000;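 active means primary inhibition of 50% or more at 10 µM, then 40% or more on retest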; further: some results filed as inactive read as strong as hits
CYP2C19 act: human CYP2C19 activators, primary screen, biochemical, luminescence; Cytochrome P450 2C19 (Homo sapiens), P33261; recombinant CYP2C19, luciferin-H EGE luminescence; active compounds read high; 0 = fully inhibited enzyme, 1 = untreated enzyme; activation factor at 5 µM; 96,000 tested, under 10 active;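 active means activation factor of at least 2 at 5 µM in the primary screen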;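 further: 0 = wells with 2.5 mM tranylcypromine and 1 = vehicle-only wells; values of inactives mirror those of a sister screen read the other way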
CD11b adhes enh: enhancers of CD11b/CD18 adhesion to fibrinogen, primary screen, K562 cells, luminescence | ATPlite luminescence | Integrin beta-2 (Homo sapiens) + Integrin alpha-M (Homo sapiens), P05107+P11215 | hit rate 0.07% among 93,000 | activation, % at 10 µM;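 active means 10 µM primary screen giving 50% or more activity, confirmed by 40% or more on retest at that dose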; further: strong numbers were not always called active; reference of the scale not given here
Numbers without * were called inactive; / = no result given.

CYP2C19 inhib,PLAP act,MT1-MMP txn act,CYP2C9 inhib,CYP2C9 act,Pyk2 oligo antag,CD11b adhes inh,CYP2C19 act,CD11b adhes enh,compound
29,1,1.2,-74,1.7,0.46,-16,0.7,0,COc1ccccc1NC(=O)Oc1ccc(NC(=O)c2ccco2)cc1
44,0.9,1,35,0.6,/,0,0.6,-4,CC(=O)c1ccc(NC(=O)C2CCCN2S(=O)(=O)c2ccc(C)cc2)cc1 (centres undefined)
38,0.9,1.1,36,0.6,-0.51,10,0.6,0,COc1ccc(C2C(C#N)=C(N)Oc3cc(O)ccc32)cc1OC (centres undefined)
3,0.8,1.2,13,0.9,0.1,2,1,3,O=C(O)C1C2CCC(C2)C1C(=O)Nc1nc2ccccc2s1 (centres undefined)
58*,0.9,1,84*,0.2,-3.9*,-9,0.4,2,N#Cc1c(N)nc(SCc2ccncc2)c(C#N)c1-c1cccs1
60*,2.3*,0.9,58*,0.4,-1.3,-5,0.4,95,COc1ccc2nc(Nc3nc(C)c(CCC(C)C)c(=O)[nH]3)nc(C)c2c1
0,0.8,1.1,-9,1.1,0.35,-16,1,-2,CC(C)(/C=N/O)/[N+]([O-])=C/c1ccco1
11,1.3,/,34,0.7,0.76,-3,0.9,56,CCCSc1nc2sc3c(c2c(=O)[nH]1)CCN(Cc1ccccc1)C3
97*,0.9,1,93*,0.1,0.97,-30,0,3,CCCn1c(SCC(=O)N2CCN(c3ccccc3)CC2)nc2ccccc2c1=O
9,0.9,1.2,6,0.9,-0.37,17,0.9,-4,Cc1ccc(SCCC(=O)N2CCC(C(N)=O)CC2)cc1
10,0.9,1.2,22,0.8,/,-11,0.9,-2,CCOC(=O)c1cnc2ccc(C(=O)OC)cc2c1NCc1ccco1
85*,0.7,1.1,-113,2.1*,-0.73,-54,0.2,0,O=S(=O)(c1cccs1)N1CCCc2ccccc21

For convenience, part of the list above.
CYP2C19 inhib,PLAP act,MT1-MMP txn act,CYP2C9 inhib,CYP2C9 act,Pyk2 oligo antag,CD11b adhes inh,CYP2C19 act,CD11b adhes enh,compound
97*,0.9,1,93*,0.1,0.97,-30,0,3,CCCn1c(SCC(=O)N2CCN(c3ccccc3)CC2)nc2ccccc2c1=O
9,0.9,1.2,6,0.9,-0.37,17,0.9,-4,Cc1ccc(SCCC(=O)N2CCC(C(N)=O)CC2)cc1
10,0.9,1.2,22,0.8,/,-11,0.9,-2,CCOC(=O)c1cnc2ccc(C(=O)OC)cc2c1NCc1ccco1
85*,0.7,1.1,-113,2.1*,-0.73,-54,0.2,0,O=S(=O)(c1cccs1)N1CCCc2ccccc21

The listing picks up, starting 2 compounds before the break.
CYP2C19 inhib,PLAP act,MT1-MMP txn act,CYP2C9 inhib,CYP2C9 act,Pyk2 oligo antag,CD11b adhes inh,CYP2C19 act,CD11b adhes enh,compound
10,0.9,1.2,22,0.8,/,-11,0.9,-2,CCOC(=O)c1cnc2ccc(C(=O)OC)cc2c1NCc1ccco1
85*,0.7,1.1,-113,2.1*,-0.73,-54,0.2,0,O=S(=O)(c1cccs1)N1CCCc2ccccc21
-7,1.2,/,-16,1.2,0.52,/,1.1,/,CC(C)(C)c1ccccc1OCCN1CCCC1
40,1.1,1,10,0.9,0.1,-4,0.6,3,CN(C)c1ccc(P(=O)(OC2CCCCC2)C(O)c2cccnc2)cc1 (centres undefined)
3,1,1.1,15,0.8,0.65,-5,1,-3,Cc1ccccc1-n1c(=O)c(C#N)cc2c(=O)n3ccccc3nc21
10,1,1.1,-1,1,0.5,45,0.9,1,CC1(CCC#N)N=C(SCCC#N)N(c2ccccc2)C1=O (centres undefined)
28,1.6,1.3,0,1,0.41,-2,0.7,3,c1cncc(-c2nc(-c3ccco3)cs2)c1
12,1,1.2,0,1,0.37,10,0.9,7,Cc1nn(C)cc1C(C(=O)NC1CCCCC1)N(C(=O)Cn1nnc2ccccc21)c1ccc(F)cc1 (centres undefined)
5,0.9,1,-2,1,0.45,-4,1,3,CCOC(=O)c1cc2sccc2n1Cc1ccccc1
32,0.7,/,28,0.7,0.26,/,0.7,/,N=c1oc2ccccc2cc1C(=O)N/N=C/c1ccccc1
26,1.6,1.1,57*,0.4,/,-2,0.7,4,O=C(Cn1cc2c(n1)CCCC2)Nc1cc(-c2cccc(Cl)c2)no1
13,0.8,1.2,76*,0.2,0.39,6,0.9,-5,CCCn1c2c(c(O)c(C(=O)Nc3ccccc3)c1=O)CCCC2
-8,0.9,1.2,-10,1.1,0.29,-6,1.1,0,CCOC(=O)C1=C2N(C)c3ccccc3N2CCC1=O
-1,1.1,/,6,0.9,0.11,-2,1,-8,Cc1nc(CCN2C(=O)c3ccccc3C2=O)n[nH]1
-18,1.1,1.3,-27,1.3,-0.02,/,1.2,/,Cc1cc(NC(=O)c2ccccc2Cl)no1
-4,1,/,-1,1,-1.3,-6,1,0,O=C(Cn1c(=O)oc2ccccc21)Nc1nc(-c2ccccc2)cs1
64*,1.5,1.2,-10,1.1,-0.53,-22,0.4,16,COc1cc2c(cc1OC)CN(Cc1ccc(OC)c(C)c1OC)CC2
-1,1,1.3,-12,1.1,-0.43,-6,1,-3,CCn1c(SCC(N)=O)nnc1-c1ccc(OC)c(OC)c1
61*,0.9,/,21,0.8,-0.67,/,0.4,/,C#CCONC(=O)c1cc(OCC(F)(F)F)ccc1OCC(F)(F)F
1,1,1.1,22,0.8,-0.29,/,1,/,O=C(NCc1ccc2c(c1)OCO2)C1CC(=O)N(C2CCCC2)C1 (centres undefined)
-4,0.9,1.1,12,0.9,-0.3,-39,1,3,CCOP(=O)(OCC)C(C)(C)NC(=O)c1cc([N+](=O)[O-])cc([N+](=O)[O-])c1
65*,1.1,/,100*,0,-0.55,/,0.4,/,Cc1ccc(NC(=O)c2c(C(F)(F)F)nn(C)c2SCc2ccc(Cl)cc2)cc1C
5,0.9,1.4,2,1,1,-8,1,-1,Cc1nn(-c2ccccc2)c2sc(C(=O)n3cccn3)cc12
28,1.3,/,54*,0.5,-0.55,24,0.7,1,Cc1ccc(NS(=O)(=O)c2cc(C(=O)NCCSC3CCCCC3)ccc2C)cc1
-12,1.3,/,-1,1,-0.06,10,1.1,0,Cc1c(NC(=O)/C(C#N)=C/C2CC=CCC2)c(=O)n(-c2ccccc2)n1C (centres undefined)
90*,1.3,1.5,48,0.5,0.25,-17,0.1,-1,c1ccc(SCc2nc3ccccc3[nH]2)nc1
99*,1.2,1.2,91*,0.1,1,3,0,0,Cc1ccc(SCc2nc(-c3ccncc3)no2)cc1
29,1.2,1.2,-13,1.1,-1.2,8,0.7,5,CCCCCCNC(=O)c1c(O)c2cccc3c2n(c1=O)CCC3
-8,1.6,1,45,0.5,0.42,33,1.1,-2,Cc1c(NC(=O)c2ccccc2NS(=O)(=O)c2ccc(Br)cc2)c(=O)n(-c2ccccc2)n1C
42,1,1.3,74*,0.3,/,-7,0.6,0,Cc1ccc2c(c1)C(c1ccccc1)N(C(=O)c1ccc(Br)o1)CC(=O)N2 (centres undefined)
10,1,/,2,1,/,2,0.9,1,CC1CCCN(C(=O)c2ccc(CNc3c(N4CCCCC4)c(=O)c3=O)cc2)C1 (centres undefined)
40,1,1.1,61*,0.4,-0.84,6,0.6,1,CCCCCn1c(SCCc2ccccc2)nc2c1c(=O)[nH]c(=O)n2C
13,0.8,1.1,23,0.8,0.76,-8,0.9,2,CNC(=O)NC(=O)COC(=O)CCCOc1ccc(OC)cc1
2,0.8,/,-2,1,0.98,1,1,3,O=C(Cn1cnc2ccccc21)Nc1ccc(C(=O)O)cc1
-21,1,1.3,-34,1.3,-0.5,-2,1.2,0,O=C(c1cccnc1)N1C2C=CC(C2)C1(C(F)(F)F)C(F)(F)F (centres undefined)
-10,0.8,1,60*,0.4,-0.3,-6,1.1,-4,CCOC(=O)c1ccc2nc(C(F)(F)F)[nH]c(=O)c2c1
-22,1.3,1,-2,1,/,-6,1.2,62,CCOc1cccc(-c2nc(C(N)=O)c3[nH]c(=O)n(-c4cccc(Cl)c4)c3n2)c1O
43,2.2*,1.1,39,0.6,-2.5,-28,0.6,4,COc1ccc2nc(SCC(=O)Nc3cc(C)on3)[nH]c2c1
3,1,0.8,4,1,1.5,7,1,2,COc1ccc(S(=O)(=O)N2CCN(S(=O)(=O)c3ccc(C(F)(F)F)cc3)CC2)cc1C
-5,1,1.1,-29,1.3,0.13,/,1.1,/,CC(C)NC(=O)COC(=O)c1cc(=O)[nH]c2ccccc12
8,0.9,1.1,21,0.8,0.41,8,0.9,-3,Cn1c(C(=O)N2CCOCC2)cnc1Sc1ncc(C(F)(F)F)cc1Cl
-10,1,0.9,-2,1,-0.22,-4,1.1,-2,Cc1oc(C(=O)O)cc1CSCc1cc(C(=O)O)c(C)o1
69*,1.4,1,23,0.8,1.5,4,0.3,0,O=C(c1ccccc1)N(CCN1CCOCC1)C1(C(=O)Nc2ccccc2)CCCCC1
82*,0.8,/,8,0.9,1.1,-8,0.2,2,N#CCCN1CCN(S(=O)(=O)c2ccc3c(c2)OCCCO3)CC1
1,1,1.2,2,1,-0.15,-17,1,-6,Cc1nc2nc(C)c(CCC(=O)NCCC3=CCCCC3)c(C)n2n1
46,0.8,1.2,-59,1.6,-0.04,-36,0.5,6,COc1ccccc1NC(=O)COc1ccccc1
5,0.9,1.2,4,1,-0.32,-7,1,-6,CC(CC(=O)O)CC1=NS(=O)(=O)c2ccccc2N1 (centres undefined)
33,1,1.8,73*,0.3,-1.6,/,0.7,/,CCOC(=O)c1c(C)oc2c1cc(O)c1ccccc12
4,1.5,1.1,32,0.7,0.09,-5,1,2,NC(=O)c1c(NC(=O)CN2CCCC2)sc2c1CCCC2
30,0.6,/,89*,0.1,0.62,-2,0.7,-2,O=C(NCc1ccc2c(c1)OCO2)c1cc2ccccc2o1
-5,1.1,1.1,4,1,0.68,-9,1.1,-2,Cc1ccc2oc(NC(=O)N3CCOCC3)cc(=O)c2c1
-1,0.8,1,9,0.9,0.22,-11,1,-4,O=C(Nc1ccccc1F)c1ccc(S(=O)(=O)NCC2CCCO2)cc1 (centres undefined)
7,0.9,/,-5,1,1.1,0,0.9,-1,C=CCNc1cnn(CC(C)=O)c(=O)c1Br
10,1,1.2,2,1,-0.06,8,0.9,-1,O=C(CSc1nnc(-c2cccs2)o1)N1CCOCC1
77*,0.8,/,79*,0.2,-0.93,-6,0.2,-2,COC(=O)c1ccc(NC(=S)NCCc2cccc(C)c2)cc1
52*,1.1,1,18,0.8,-0.78,-6,0.5,-4,Cc1nc(SCC(=O)NCC2CCCO2)c2oc3ccccc3c2n1 (centres undefined)
20,1,1.1,1,1,-0.48,-4,0.8,-4,COc1ccccc1NC(=O)CNC(=O)c1ccc(F)cc1

This is a random part of the collection; about 31% have a hit in one of these screens.
